ATXN2 expr inh – reduces ATXN2 reporter expression in HEK-293 cells; 360,000 tested, 0.72% active; Potency, µM (highest dose often 57 µM), for inactives: at the highest dose activity change, negative = inhibition, actives largely listed as inhibitors; HEK-293 ATXN2-luciferase reporter, luminescence, 24 h; note: potency is the fitted concentration of half-maximal effect; % is set by controls: 0 for no effect and ±100 for the full control effect; nearly all actives have a fitted effect of over 55% in size
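qHTS (up to 57 uM final) was run with 24 h compound exposure of reporter cells at 37 °C. Each well was multiplexed: SteadyGlo luminescence measured ATXN2-luciferase expression after a fluorogenic Gly-Phe-AFC viability readout (25 uM final).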
Nrf2 ARE act – activates Nrf2 signaling; AID 624171; AREc32 ARE-luciferase reporter (MCF7-derived line), luminescence, 24 h; 410,000 tested, 0.31% active; Potency, µM (highest dose often 46.1 µM), inactives show at the top dose activation, usual class: activators; note: potency is the fitted concentration of half-maximal effect; % of control where 0% means no effect; nearly all actives have a fitted effect of over 65% in size
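Luminescent ARE reporter assay in AREc32_Fluc cells: overnight plating at 37 deg C, 24 hr compound incubation, Steady-Glo added, 30 min RT before reading.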
ATXN viability – cell viability loss in ATXN counter-screen. S2 cells (HEK-293 line with an ATXN2-luciferase reporter) viability, CellTiter-Fluor protease fluorescence, 24 h. Potency, µM (highest dose often 56.7 µM), usual class: cytotoxic. 400,000 tested, 0.49% active; note: potency is the fitted concentration of half-maximal effect; nearly all actives have a fitted effect of over 40% in size
Nrf2 inh – Nrf2 pathway inhibition; A549 ARE-Fluc reporter, luciferase luminescence, 18-24 h; Potency, µM (doses to about 46 µM), for the others: top-dose activity change, negative = inhibition, most hits filed as inhibitors; 360,000 tested, 2.1% active; note: potency is the fitted concentration of half-maximal effect; % is set by controls: 0 for no effect and ±100 for the full control effect; nearly all actives have a fitted effect of over 60% in size
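Nrf2 function is reported as luminescence of an ARE-controlled luciferase in A549 cells. Compounds were tested at several concentrations, and a CellTiter-Fluor read on the same wells flagged cytotoxicity.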
HepG2 viability – kills HepG2 cells in TGF-b inhibitor counter-screen; HepG2 CAGA-GFP viability, ATP luminescence, 18 h; Potency, µM (series often up to 46.1 µM), without a hit: at the highest dose activity change, negative = cytotoxicity, hits mostly cytotoxic; 410,000 tested, 0.76% active; AID 588856; note: potency is the fitted concentration of half-maximal effect; some results filed as inactive show a strong effect at the top dose
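HepG2 CAGA-GFP cells (1000/well, DMEM with 1% FBS) received compound, then TGF-beta at 500 pg/mL final, and were incubated 18 hours at 37 degrees C. Viability was read by CellTiter-Glo luminescence. Media-only wells were set as complete cell-killing and DMSO as no toxicity.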
EPAC2 agonist – agonists of human EPAC2 (RAPGEF4). 360,000 tested, 0.079% active. AID 720711. Potency, µM (highest dose often 154 µM), for the others: top-dose activation, actives largely listed as activators. Q8WZA2. EPAC2 activation, biochemical qHTS; response scale: 100% = 6.5 mM cAMP response; note: potency is the fitted concentration of half-maximal effect; nearly all actives have a fitted effect of over 50% in size
Target sequence (Q8WZA2 whole entry, looked up): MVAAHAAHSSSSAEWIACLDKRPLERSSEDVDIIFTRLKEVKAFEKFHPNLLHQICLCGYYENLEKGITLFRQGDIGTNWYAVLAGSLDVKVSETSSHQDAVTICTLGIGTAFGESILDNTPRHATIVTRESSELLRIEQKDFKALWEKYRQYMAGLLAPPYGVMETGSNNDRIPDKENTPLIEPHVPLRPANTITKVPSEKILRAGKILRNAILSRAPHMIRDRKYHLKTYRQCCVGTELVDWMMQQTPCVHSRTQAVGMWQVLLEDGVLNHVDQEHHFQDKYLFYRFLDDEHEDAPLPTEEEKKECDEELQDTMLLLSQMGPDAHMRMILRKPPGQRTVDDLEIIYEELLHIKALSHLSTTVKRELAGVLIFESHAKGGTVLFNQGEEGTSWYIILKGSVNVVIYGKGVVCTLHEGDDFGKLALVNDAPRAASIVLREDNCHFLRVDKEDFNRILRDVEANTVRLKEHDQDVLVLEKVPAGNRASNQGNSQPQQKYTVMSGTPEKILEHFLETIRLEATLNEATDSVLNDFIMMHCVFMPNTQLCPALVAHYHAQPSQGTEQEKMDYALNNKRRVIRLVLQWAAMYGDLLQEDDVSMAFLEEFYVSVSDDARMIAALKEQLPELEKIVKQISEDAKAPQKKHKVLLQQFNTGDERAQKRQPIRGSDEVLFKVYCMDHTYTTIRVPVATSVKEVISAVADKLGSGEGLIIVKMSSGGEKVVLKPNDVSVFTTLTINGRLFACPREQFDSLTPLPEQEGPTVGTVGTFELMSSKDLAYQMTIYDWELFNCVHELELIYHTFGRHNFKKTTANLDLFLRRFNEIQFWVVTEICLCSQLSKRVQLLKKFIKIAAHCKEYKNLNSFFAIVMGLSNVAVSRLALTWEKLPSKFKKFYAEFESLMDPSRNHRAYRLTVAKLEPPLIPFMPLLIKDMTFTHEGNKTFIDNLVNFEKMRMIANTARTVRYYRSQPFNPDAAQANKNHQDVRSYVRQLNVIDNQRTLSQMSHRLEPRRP
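Nucleotide exchange monitored as fluorescence drop when BODIPY-GDP leaves Rap1B. Reaction: 100 nM EPAC2, 250 nM RAP1B-BODIPY-GDP, 50 uM GDP, room temperature, kinetic read over 30 min. Activity expressed relative to 6.5 mM cAMP.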
IL2 activator – activators of IL-2 | 360,000 tested, 0.065% active | AID 652025 | IL-2 activation reporter assay, cell-based qHTS; stimulated with anti-CD3/CD4/CD28 beads; in transgenic mouse T cells | activation, % (series mostly up to about 46 µM); in the data active = activation above about 50%; inconclusive = mostly about 30% to 49%; note: 0% is about no effect
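EGFP and DsRed fluorescence is measured by plate cytometry in unstimulated transgenic mouse T cells exposed to compound for 60 minutes, then stimulated 18 hours at 37 degrees C with anti-CD3/anti-CD4 beads plus anti-CD28.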
A549 viability – A549 cytotoxicity, counter-screen for Nrf2 inhibitors. A549 ARE-Fluc cells, CellTiter-Fluor viability, 18-24 h. Potency, µM (highest dose often 46 µM), without a hit: top-dose activity change, negative = cytotoxicity, hits mostly inhibitors. 390,000 tested, 0.16% active. AID 504648; note: potency is the fitted concentration of half-maximal effect; % is set by controls: 0 for no effect and ±100 for the full control effect
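Cytotoxicity counterscreen: CellTiter-Fluor fluorescence was measured in A549 ARE_Fluc cells after 18-24 h of compound exposure in a concentration series. The subsequent BugLite luminescent read reports ARE-luciferase activity.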
TGFb SMAD3 inh – blocks TGF-b signaling. 410,000 tested, 1.2% active. Potency, µM (doses to about 46.1 µM), without a hit: top-dose activity, negative = inhibition, hits mostly inhibitors. HepG2 CAGA-GFP TGF-b/SMAD3 reporter, GFP fluorescence, 18 h; TGF-beta stimulated, 500 pg/mL final; note: potency is the fitted concentration of half-maximal effect; % is set by controls: 0 for no effect and ±100 for the full control effect; nearly all actives have a fitted effect of over 65% in size
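Inhibition was scored as loss of TGF-beta-induced (500 pg/mL final, 18 hours, 37 degrees C) GFP in HEPG2 cells carrying a CAGA-GFP reporter, in DMEM with 1% FBS. Well GFP was summed per cell; Activity was normalised to unstimulated and stimulated DMSO wells, then concentration-response fitting.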
Numbers without * were called inactive; i = inactive; ? = inconclusive; / = not tested or not shown; [ ] = dose if it differs, or a comment. Unless noted, calls come from the whole dose curve; as a rule, active = well fitted curve in the direction sought with a large enough effect; inconclusive = small, poorly fitted or top-dose-only effect, or another doubt; inactive = no such curve, though single readings can be large; an effect the other way counts as inactive or inconclusive.

1: COc1cc2c(cc1OC)C(C)N(C(=O)CCN1C(=O)C3C4C=CC(C4)C3C1=O)CC2 (stereo not given)
2: COc1ccccc1C1NC(=O)CS1 (stereo not given)
3: CCN(CC)c1ccc(/C=N/N2CCN(Cc3ccccc3)CC2)c(O)c1
4: CC(C)c1ccc(NS(=O)(=O)c2ccc3c(c2)NC(=O)CO3)cc1
5: CC(C)(C)SCCNS(=O)(=O)c1ccc(Cl)cc1
6: COc1ccc(/C=C2\SC(=S)N(CC(=O)N(C)C3CCS(=O)(=O)C3)C2=O)cc1 (stereo not given)
7: CC12CCC(C(=O)NCCCN3CCOCC3)(OC1=O)C2(C)C (stereo not given)
8: CCOC(=O)N1CCC(N2CC34C=CC(O3)C(C(=O)Nc3ccc(F)cc3)C4C2=O)CC1 (stereo not given)
assay / compound	1	2	3	4	5	6	7	8
ATXN2 expr inh	-5.7%	-22.6%	10.6%	/	-1.6%	19.8%	2.2%	-5.8%
Nrf2 ARE act	1.8%	0.1%	0.3%	0.3%	3.0%	8.0%	-0.5%	2.5%
ATXN viability	i	i	i	i	?	i	i	i
Nrf2 inh	/	/	9.5%	?	-15.3%	0.0%	7.0%	?
HepG2 viability	-7.9%	-3.1%	-2.3%	-51.7%	-4.9%	-9.8%	-47.1%	-14.0%
EPAC2 agonist	8.0%	-5.4%	2.1%	1.8%	-6.7%	4.8%	1.9%	2.4%
IL2 activator	-2.1	0.3	-2.0	-0.2	-0.3	-0.2	-0.4	0.3
A549 viability	11.1%	-6.1%	0.4%	-4.9%	9.6%	?	-1.9%	2.1%
TGFb SMAD3 inh	14.1%	8.1%	-3.7%	?	-15.7%	-2.5%	1.5%	1.4%

Rewritten as tab-separated lines: 2 of the compounds above.
No.	compound	ATXN2 expr inh	Nrf2 ARE act	ATXN viability	Nrf2 inh	HepG2 viability	EPAC2 agonist	IL2 activator	A549 viability	TGFb SMAD3 inh
2	COc1ccccc1C1NC(=O)CS1 (stereo not given)	-22.6%	0.1%	i	/	-3.1%	-5.4%	0.3	-6.1%	8.1%
3	CCN(CC)c1ccc(/C=N/N2CCN(Cc3ccccc3)CC2)c(O)c1	10.6%	0.3%	i	9.5%	-2.3%	2.1%	-2.0	0.4%	-3.7%

The results go on.
9: O=C(COc1cccc(C(F)(F)F)c1)NNC(=O)Cn1c(=O)cnc2ccccc21
10: CN(C)S(=O)(=O)c1ccc(C(=O)OCCn2cnc3c2c(=O)n(C)c(=O)n3C)cc1
11: Cc1ccc2cc(CN(CCN(C)C)C(=S)Nc3ccccc3)c(=O)[nH]c2c1C
12: CCOc1ccc(-n2c(Cc3ccccc3)nnc2SCc2nc(-c3cccs3)no2)cc1
13: O=C(CCNC(=O)Cn1ccc2ccccc2c1=O)NCCc1ccccc1Cl
14: COc1ccccc1N1CCN(S(=O)(=O)c2ccccc2)CC1
15: N#C/C(=C/c1cn[nH]c1-c1cccc(Br)c1)C(=O)O
16: COc1ccc(C(=O)N2CCC(C(=O)NC3CC3)CC2)cc1
assay / compound	9	10	11	12	13	14	15	16
ATXN2 expr inh	-7.2%	-21.9%	-3.3%	?	0.5%	13.4%	20.9%	25.2%
Nrf2 ARE act	0.0%	1.3%	2.5%	6.2%	0.0%	-0.5%	0.6%	-0.8%
ATXN viability	i	i	i	?	i	i	i	i
Nrf2 inh	-4.9%	-2.7%	-18.7%	18.4µM*	-27.6%	-4.0%	0.4%	-0.6%
HepG2 viability	-1.7%	-84.4%	-13.1%	-13.8%	6.3%	1.6%	3.5%	-4.4%
EPAC2 agonist	-3.1%	2.5%	3.4%	/	-3.5%	5.4%	12.2%	0.1%
IL2 activator	0.8	-0.6	-4.3	/	-0.2	-1.8	-2.4	7.0
A549 viability	-0.3%	0.7%	-28.8%	?	0.0%	-5.7%[1.84 µM]	-0.7%	-2.0%
TGFb SMAD3 inh	-24.4%	26.3%	-8.1%	?	15.3%	-2.1%	6.0%	13.8%

17: O=C(OC1Cn2c(=O)ccc(=O)n2C1)c1ccc([N+](=O)[O-])cc1
18: Clc1cc(Br)ccc1OCCOCCOc1cccc2cccnc12
19: COc1cc(C(=O)Nc2ccc(N3CCOCC3)cc2)ccc1OCc1c(C)noc1C
20: Clc1cc(Br)ccc1OCCCNCc1ccccc1
21: Cn1c(C(=O)N2CCCC(Nc3ccc(F)cc3)C2)cc2ccccc21 (stereo not given)
22: COCCNc1nc(-n2nc(C)cc2C)nc2sc3c(c12)CCCC3
23: Cc1ccc(NC(=O)C(=O)NCC(c2cccnc2)N2CCOCC2)cc1Cl (stereo not given)
24: CCOC(=O)C1(NC(=O)CN2C(=O)c3ccccc3C2=O)CCCC1
assay / compound	17	18	19	20	21	22	23	24
ATXN2 expr inh	-5.3%	-10.6%	6.2%	-18.1%	-12.2%	5.2%	-22.2%	-7.5%
Nrf2 ARE act	-0.7%	3.4%	-0.7%	5.0%	0.2%	4.9%	0.5%	0.0%
ATXN viability	i	i	i	i	i	i	?	?
Nrf2 inh	15.3%	/	0.5%	7.1%	1.4%	?	?	3.1%
HepG2 viability	6.3%	-37.3%	-16.2%	12.6µM*	0.8%	-1.6%	-19.0%	6.2%
EPAC2 agonist	3.9%	-9.9%	-6.2%	10.0%	10.1%	9.4%	/	6.0%
IL2 activator	-0.1	-0.1	-0.3	-0.7	-2.4	-3.4	/	-0.3
A549 viability	1.3%	-2.4%	-4.3%	?	2.0%	-19.0%	?	-0.2%
TGFb SMAD3 inh	3.0%	?	4.6%	11.2µM*	0.9%	-2.4%	12.9%	-1.3%

Single values from the results shown:
ATXN2 expr inh result of `CC(C)(C)SCCNS(=O)(=O)c1ccc(Cl)cc1` : -1.6%
EPAC2 agonist result of `COc1cc(C(=O)Nc2ccc(N3CCOCC3)cc2)ccc1OCc1c(C)noc1C` : -6.2%
IL2 activator result of `COc1ccc(C(=O)N2CCC(C(=O)NC3CC3)CC2)cc1` : 7.0

Further structures follow:
25: CCn1cc(C(=O)N2CC(C)CC(C)C2)c(=O)c2cc(S(=O)(=O)N3CCCC3)ccc21 (stereo not given)
26: O=C(CN1CCN(C(=O)c2ccc(-c3nc4ccccc4s3)o2)CC1)Nc1cccc(F)c1
27: COc1ccc(CC(=O)N(c2ccccc2)c2nc(C)cs2)cc1
28: COc1ccc(NC(=O)c2c(N)c(C(=O)c3ccc(OC)cc3)n3ccccc23)cc1
29: CCNc1ccc(C(=O)OCC(=O)Nc2cc(C)on2)cc1[N+](=O)[O-]
30: O=C(Cn1nnc(-c2cccs2)n1)N1CCOCC1
31: N#C/C(=C/c1ccc(OCc2ccccc2)cc1)C(=O)NC1CCCCC1
32: COc1ccccc1NC(=O)C1=C(C)Nc2nc(-c3ccco3)nn2C1c1ccccc1 (stereo not given)
assay / compound	25	26	27	28	29	30	31	32
ATXN2 expr inh	4.0%	/	8.4%	0.8%	/	0.6%	?	11.1%
Nrf2 ARE act	0.1%	-0.9%	-1.2%	-0.2%	-0.6%	0.0%	-0.1%	3.3%
ATXN viability	i	i	i	i	i	i	?	i
Nrf2 inh	-4.4%	/	-2.5%	?	-19.5%	25.8%	?	5.9%
HepG2 viability	-48.1%	-9.1%	-0.5%	-6.5%	-13.8%	-29.2%	-31.2%	-1.9%
EPAC2 agonist	10.2%	7.4%	11.0%	/	2.7%	15.7%	8.1%	/
IL2 activator	-2.5	-2.1	-0.3	/	0.9	0.8	-0.9	/
A549 viability	6.9%	/	9.6%	0.0%	-10.2%	8.5%	-4.0%	-3.4%
TGFb SMAD3 inh	-8.3%	0.3%	-24.6%	-9.8%	6.5%	-1.1%	-5.9%	-0.4%

33: COc1ccc(N2CC(C(=O)N/N=C/c3ccc([N+](=O)[O-])cc3)CC2=O)cc1 (stereo not given)
34: O=C1CN(C(=O)NCC(=O)N[C@H](Cc2ccccc2)C(=O)O)c2ccccc2N1
35: O=C(C1CCCN(S(=O)(=O)c2cc(Cl)ccc2Cl)C1)N1CCOCC1 (stereo not given)
36: COc1cc2c(cc1OC)C(c1cccs1)N(C(=S)NC(C)C)CC2 (stereo not given)
37: Cc1ccc(CNC(=O)CCNS(=O)(=O)c2ccc(Br)s2)cc1
38: Cc1ccc(C(=O)N/N=C/c2cccnc2)cc1Cl
39: O=C(NCC(c1cccs1)N1CCOCC1)c1ccc([N+](=O)[O-])cc1 (stereo not given)
40: CCOc1ccccc1NC(=O)CSc1ccc2nnc(CCNS(=O)(=O)c3ccccc3)n2n1
41: COC(=O)c1ccccc1NS(=O)(=O)c1ccc2[nH]c(=O)[nH]c2c1
42: Cn1c(=O)c2cc(C(=O)NCCCN3CCN(c4ccccc4F)CC3)sc2c2ccccc21
43: COC(=O)c1ccc2c(c1)S(=O)(=O)NC(=NCCCN1CCOCC1)S2
assay / compound	33	34	35	36	37	38	39	40	41	42	43
ATXN2 expr inh	10.5%	7.3%	-8.5%	-9.8%	-8.1%	/	-15.0%	/	10.9%	/	3.8%
Nrf2 ARE act	-0.4%	-0.1%	0.1%	0.0%	2.8%	9.3%	-0.4%	4.2%	0.2%	5.0%	-0.1%
ATXN viability	i	i	i	i	i	i	i	/	?	/	i
Nrf2 inh	6.9%	-10.2%	-15.9%	?	17.0%	/	1.4%	16.7%	3.5%	-14.7%	11.6%
HepG2 viability	3.0%	8.3%	-2.1%	-14.8%	-12.6%	-16.0%	24.9%	-9.4%	12.1%	-3.2%	3.9%
EPAC2 agonist	7.7%	0.2%	1.3%	16.1%	7.3%	3.4%	13.0%	/	-3.4%	/	-4.3%
IL2 activator	1.4	-1.3	-1.2	-2.8	0.4	3.3	-3.3	/	-5.1	/	-3.2
A549 viability	0.2%	-23.5%	0.7%	-0.7%	1.8%	/	6.3%	6.9%	0.5%	5.3%	-1.3%
TGFb SMAD3 inh	-4.3%	1.9%	0.0%	-23.1%	-21.1%	0.7%	20.3%	23.3%	-4.2%	?	-4.3%

High-throughput results: PubChem, National Center for Advancing Translational Sciences (NCATS)
